T cell HTS: modulators of CD8 T cell-vesicle binding, primary screen, mouse 2C CD8+ T cells, flow cytometry. 2C CD8+ T cell-vesicle binding; active compounds read low. calls only at 7 µM. 330,000 compounds, 0.068% hits. AID 2052, 2009;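 active = response, share of CD8 T cells binding vesicles, and their 90th percentile fluorescence all below set limits, cut at about 80% in these data, passing the limit was not always enough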
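Read-out – percent CD8+ FL2 mean versus row control · System – murine 2C transgenic CD8+ T lymphocytes · Times – 1.5 h cell–vesicle binding at 37 °C, then 20 min icy labelling · Control set – naked vesicles low, QL9 vesicles with vehicle high · Detection – cytometric PE anti-B7-1 and Alexa647 anti-CD8 signals after 1% paraformaldehyde fixation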
Myeloid diff 2: induction of myeloid progenitor differentiation, primary screen, cell-based, flow cytometry, MLPCN library | calls only at 10 µM | AID 624256, 2012 | ER-HoxA9 myeloid progenitors, lysozyme-GFP differentiation | 360,000 compounds, 1% hits;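 active = normalized GFP-positive differentiation at or above the plate's own cutoff, the solvent-only control mean plus 3 SD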;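 also: cells exposed to compound for four days before flow analysis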
T cell HTS vesicle-bound %: also measured in T cell HTS; calls as there; double positive events, %; measured here: CD8+ vesicle-bound cell fraction;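 binding gate set so that unloaded-vesicle control wells show 10% double positive cells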
Myeloid diff 2 GFP+ MAC1+ %: second read-out of Myeloid diff 2, no call of its own (marks repeat the call); GFP+ MAC1+ double positive, %; measured here: differentiation confirmed by MAC1 staining
An asterisk follows results filed as active; i = inactive; nt = not tested or not shown; + = active, no number; & = joins results of further samples. A portion of the library; rates above refer to the full screens.

1: CC(C)(C)OC(=O)NCc1ccc(CNC(=O)c2nc[nH]c2C(=O)N2CCN(c3ccccc3)CC2)cc1
2: NC(=O)c1ccc(SCC(=O)OCC(=O)NCc2cccs2)c([N+](=O)[O-])c1
3: COc1ccc(N2CCN(C(=O)COC(=O)c3ccc(OC(F)F)cc3)CC2)cc1
4: CC(C)[C@H](NC(=O)N1c2ccccc2NC(=O)[C@@H]1C(C)C)C(=O)N1CCC(C(=O)O)CC1
5: Fc1ccc(-c2nnn(Cc3ccc(F)cc3Cl)n2)cc1
6: CC1(c2ccc(Cl)cc2)NC(=O)N(CC(=O)N2CCc3ccccc3C2)C1=O (centres undefined)
7: COc1cccc(NC(=O)C(=O)NCC2CCCN2S(=O)(=O)c2ccccc2)c1 (centres undefined)
8: CCS(=O)(=O)c1ccc2oc(SCC(=O)c3c(N)n(C4CC4)c(=O)[nH]c3=O)nc2c1

assay / compound,1,2,3,4,5,6,7,8
T cell HTS,i,i,i,i,i,i,i,i
T cell HTS vesicle-bound %,39.0,7.0,26.8,2.6,60.9,34.3,25.0,15.3
Myeloid diff 2,i,i,i,i,i,i,i,i
Myeloid diff 2 GFP+ MAC1+ %,2.2,0.9,0.2,2.2,0.5,0.5,0.5,0.8

9: CN(C(=O)c1ccc(NC(=O)C2CCCN(C(=O)OC(C)(C)C)C2)cc1)C1CC1 (centres undefined)
10: COCCn1c(SCC(=O)NC2(C#N)CCCCC2)nc2ccccc2c1=O
11: O=C(CCC(=O)c1ccc(F)cc1)OCc1nnc(-c2ccc([N+](=O)[O-])cc2)o1
12: Cc1cccc(NS(=O)(=O)c2ccc(C)c(C(=O)NCC(c3ccccc3)N(C)C)c2)c1 (centres undefined)
13: CC[C@@]1(C(=O)OC)N[C@H](CN(C)C(=O)Nc2ccc(Cl)cc2)[C@@H]2C(=O)N(Cc3ccccc3)C(=O)[C@@H]21
14: Cc1noc(C)c1COc1cccc(C(=O)Nc2ccccc2)c1
15: O=C(NCC(O)c1ccc([N+](=O)[O-])cc1)c1cccc(S(=O)(=O)N2CCOCC2)c1 (centres undefined)
16: O=C(c1n[nH]c2ccccc12)N1CCN(S(=O)(=O)c2ccccc2)CC1

assay / compound,9,10,11,12,13,14,15,16
T cell HTS,i,i,i,i,i,i,i,i
T cell HTS vesicle-bound %,47.8,3.8,45.0,41.1,8.9,28.5,5.4,41.9
Myeloid diff 2,i,i,i,i,i,i,i,i
Myeloid diff 2 GFP+ MAC1+ %,1.2,0.7,0.8,0.6,2.4,0.7,0.9,0.4

17: Cc1cc(C(=O)OCC(=O)NC2(C#N)CCCCC2)c(C)o1
18: CC(Sc1nnc(C2CC2)n1C1CC1)C(=O)N(C)C1(C#N)CCCCC1 (centres undefined)
19: CC(=O)Nc1ccc(C(=O)COC(=O)c2ccco2)c(F)c1
20: COc1ccccc1NC(=O)C(C)OC(=O)C1CCC(C(C)(C)C)CC1 (centres undefined)
21: CCC(C)[C@H](NC(=O)N1CC(=O)Nc2ccccc21)C(=O)N1CCC[C@H]1C(=O)O (some centres undefined)
22: CCN(C(=O)C(=O)c1c[nH]c2ccccc12)c1ccccc1
23: CCOc1ccccc1N1CCN(C(=O)CN2C(=O)NC3(CCCC3)C2=O)CC1
24: O=C(CCCOc1ccccc1)Nc1cc(S(=O)(=O)N2CCOCC2)ccc1N1CCOCC1

assay / compound,17,18,19,20,21,22,23,24
T cell HTS,i,i,i,i,i,i,i,i
T cell HTS vesicle-bound %,31.4,31.9,37.6,34.7,51.9,56.1,50.6,34.2
Myeloid diff 2,i,i,i,i,i,i,i,i
Myeloid diff 2 GFP+ MAC1+ %,0.6,0.4,0.3,1.5,3.7,0.5,1.1,0.2

25: CC(C)CN(C(=O)COC(=O)c1cnc(Cl)c(Cl)c1)c1c(N)n(Cc2ccccc2)c(=O)[nH]c1=O
26: CCN(C(=O)COC(=O)c1cccnc1SC)C1CCCCC1
27: O=C(CN1CCN(CC(=O)Nc2ccccc2Cl)CC1)NCC1(N2CCCCC2)CCCCC1
28: CC(C)[C@H](NS(=O)(=O)c1ccccc1)C(=O)OCC(=O)NC1CCCCC1
29: O=C(CN1CCN(c2ccccc2O)CC1)NC(=O)NCc1ccccc1
30: COc1cc2c(cc1OC)CN(C(=O)c1ccc3[nH]c(C)c(C)c3c1)CC2
31: CCn1c(CCl)nc2cc(S(=O)(=O)N3CCOCC3)ccc21
32: CCc1ccc(C(=O)C(C)OC(=O)c2nn(C)c(=O)c3ccccc23)cc1 (centres undefined)

assay / compound,25,26,27,28,29,30,31,32
T cell HTS,i,i,i,i,i,i,i,i
T cell HTS vesicle-bound %,15.9,39.2,32.6,8.0,43.3,21.5,55.9,34.8
Myeloid diff 2,i,i,i,i,i,i,i,i
Myeloid diff 2 GFP+ MAC1+ %,1.0,0.2,0.3,0.4,0.5,2.7,1.3,1.2

33: CCCN1CCN(C(=O)c2ccc(F)c(S(=O)(=O)N3CCOCC3)c2)CC1
34: Cc1cc(C)n(CC(=O)NC2CCCCC2C)c(=O)c1C#N (centres undefined)
35: CCN(CC(=O)NCc1ccc(Cl)cc1)C(=O)c1sccc1C
36: Cc1ccc(CN2C(=O)C(Cc3ccccc3)Nc3ncnc(N4CCCCC4)c32)cc1 (centres undefined)
37: CN1CCN(C(=O)C2=C[C@H](c3ccc4c(c3)OCO4)C[C@H](OCCCCO)O2)CC1
38: O=C(Nc1cc2c3c(c1)CC(=O)N3CCC2)c1ccccc1Br
39: CCSc1c([N+](=O)[O-])c(=O)n(-c2ccccc2)c2ccccc12
40: COc1ccc(OCCCC(=O)OCC(=O)Nc2ccc(Cl)cn2)cc1

assay / compound,33,34,35,36,37,38,39,40
T cell HTS,i,i,i,i,i,i,i,i
T cell HTS vesicle-bound %,4.3,57.6,39.2,20.7,14.5,41.7,51.5,37.6
Myeloid diff 2,i,i,i,i,i,i,i,i
Myeloid diff 2 GFP+ MAC1+ %,1.0,1.7,0.1,0.3&1.1,1.6,0.4,0.2,0.8

41: COc1cc(OC)c(OC)cc1/C=N/NC(=O)c1ccc(CSc2nc(C)cc(C)n2)cc1
42: CN(C(=O)COC(=O)c1cc(=O)[nH]c2ccccc12)c1ccccc1
43: CCCn1nc(C(=O)N2CCN(S(=O)(=O)c3ccc(C)c(C)c3)CC2)c2ccccc2c1=O
44: C#CCOCCOCCOCCNc1nc(N2CCN(C(=O)C(Cc3cc4ccccc4[nH]3)n3cc(C(N)Cc4ccc(O)cc4)nn3)CC2)nc(N2CCN(C(=O)C(CCC(=O)O)n3cc(C(N)C(C)CC)nn3)CC2)n1 (centres undefined)
45: C[C@H](CO)N1C[C@H](C)[C@@H](CN(C)Cc2ccc(Cl)c(Cl)c2)Oc2c(NS(=O)(=O)c3cccs3)cccc2C1=O
46: COc1cccc(C(O)C2OC(=O)c3ccccc32)c1OC (centres undefined)
47: COc1ccccc1CNC(=O)COC(=O)C12CC3CC(CC(O)(C3)C1)C2
48: Cc1nnc(NC(=O)c2cccc(S(=O)(=O)N(C)c3cccc(Cl)c3)c2)s1

assay / compound,41,42,43,44,45,46,47,48
T cell HTS,i,i,i,i,i,i,i,i
T cell HTS vesicle-bound %,33.6,49.4,37.2,13.5,nt,26.0,26.2,9.1
Myeloid diff 2,+,i,i,i,i,i,i,i
Myeloid diff 2 GFP+ MAC1+ %,1.3*,0.7,1.0,2.5,0.4,0.3,0.5,0.5

Three structures from above, arranged by SMILES length, largest number first:
44: C#CCOCCOCCOCCNc1nc(N2CCN(C(=O)C(Cc3cc4ccccc4[nH]3)n3cc(C(N)Cc4ccc(O)cc4)nn3)CC2)nc(N2CCN(C(=O)C(CCC(=O)O)n3cc(C(N)C(C)CC)nn3)CC2)n1 (centres undefined)
41: COc1cc(OC)c(OC)cc1/C=N/NC(=O)c1ccc(CSc2nc(C)cc(C)n2)cc1
47: COc1ccccc1CNC(=O)COC(=O)C12CC3CC(CC(O)(C3)C1)C2

assay / compound,44,41,47
T cell HTS,i,i,i
T cell HTS vesicle-bound %,13.5,33.6,26.2
Myeloid diff 2,i,+,i
Myeloid diff 2 GFP+ MAC1+ %,2.5,1.3*,0.5

Carrying on.
49: O=C(COC(=O)c1cccnc1Cl)NC1CCCCC1
50: COc1cccc(N2CCN(CC(=O)Nc3ccccc3C(=O)NCc3ccccc3)CC2)c1
51: Cc1cc2c(c(CO)c1CCO)C(=O)[C@@H](C)[C@@H]2O
52: Cc1cccnc1NC(=O)c1ccc(S(=O)(=O)N2CCCCC2)cc1
53: Cc1ccc(Br)c(NS(=O)(=O)c2cccc(C(=O)N3CCNC(=O)C3)c2)c1
54: CC(Sc1nnnn1-c1ccc(O)cc1)C(=O)NNC(=O)c1ccc(F)cc1 (centres undefined)
55: CC1(C)CC(=O)C=C(NC2CCCCC2)C1
56: CC(=O)Oc1c(C)c(C)c2c(c1C)CC[C@@](C)(CCC[C@H](C)CCC[C@H](C)CCCC(C)C)O2

assay / compound,49,50,51,52,53,54,55,56
T cell HTS,i,i,i,i,i,i,i,i
T cell HTS vesicle-bound %,34.5,29.0,25.1,44.0,37.8,16.3,39.4,34.4
Myeloid diff 2,i,i,i,i,i,i,i,+
Myeloid diff 2 GFP+ MAC1+ %,0.5,0.9,1.1,0.5,0.4,1.9,1.5,6.9*

Single records (already shown).
O=C(CCCOc1ccccc1)Nc1cc(S(=O)(=O)N2CCOCC2)ccc1N1CCOCC1 is entered as T cell HTS = i; T cell HTS vesicle-bound % = 34.2; Myeloid diff 2 = i; Myeloid diff 2 GFP+ MAC1+ % = 0.2
COc1ccc(OCCCC(=O)OCC(=O)Nc2ccc(Cl)cn2)cc1 is entered as T cell HTS = i; T cell HTS vesicle-bound % = 37.6; Myeloid diff 2 = i; Myeloid diff 2 GFP+ MAC1+ % = 0.8
COc1cccc(C(O)C2OC(=O)c3ccccc32)c1OC (centres undefined) is entered as T cell HTS = i; T cell HTS vesicle-bound % = 26.0; Myeloid diff 2 = i; Myeloid diff 2 GFP+ MAC1+ % = 0.3

The listing continues.
57: Cc1c(CCC(=O)N[C@@H](C)C(=O)O)c(=O)oc2c(C)c3oc4c(c3cc12)CCCC4
58: O=C(Nc1ccccn1)c1cccc(S(=O)(=O)N2CCCc3ccccc32)c1
59: COc1ccccc1C(=O)NCC(=O)N1CC=C(c2ccccc2)CC1
60: Cc1sc2ncnc(N3CCC(C(=O)NNC(=O)c4ccc(F)cc4)CC3)c2c1C
61: O=C(Nc1cc(Cl)cc(Cl)c1)C1CC(=O)N(C2CCCC2)C1 (centres undefined)
62: CN(C)c1cccc(O)c1
63: CCOc1ccc(CCNC(=O)COC(=O)C2CC2)cc1OCC
64: CN1CCc2c(sc(NC(=O)CS(=O)(=O)c3ccc(F)cc3)c2C(N)=O)C1

assay / compound,57,58,59,60,61,62,63,64
T cell HTS,i,i,i,i,i,i,i,i
T cell HTS vesicle-bound %,33.8,51.8,39.5,64.9,27.5,16.4,42.2,35.5
Myeloid diff 2,i,i,i,i,i,i,i,i
Myeloid diff 2 GFP+ MAC1+ %,1.0,0.8,0.3,0.5,0.6,1.1,0.9,0.6

65: COc1ccc(C(=O)Nc2cc3c4c(c2)C(C)C(=O)N4CCC3)cc1 (centres undefined)
66: OC(Cc1ccncc1)(c1ccccc1)c1ccccc1
67: OC(Cn1cncn1)(Cn1cncn1)c1ccc(F)cc1F
68: COc1ccc(OC)c(CN2CCN(C(=O)c3ccc(NS(=O)(=O)c4cccc([N+](=O)[O-])c4)cc3)CC2)c1
69: CCN1CCCC1CNC(=O)c1cc2cc(F)ccc2[nH]1 (centres undefined)
70: CCOc1ccc(OCCC(=O)OCC(=O)Nc2ccc(Cl)cn2)cc1
71: Cc1ccc(CNC(=O)c2cccc3c2C(=O)c2ccc(N4CCOCC4)cc2S3(=O)=O)cc1
72: Cc1ccc2c(c1)CCCN2CC(=O)N(C)c1c(N)n(Cc2ccccc2)c(=O)[nH]c1=O

assay / compound,65,66,67,68,69,70,71,72
T cell HTS,i,i,i,i,i,i,i,i
T cell HTS vesicle-bound %,9.7,40.0,29.2,58.1,21.9,45.9,40.0,32.1
Myeloid diff 2,i,i,i,i,i,i,i,i
Myeloid diff 2 GFP+ MAC1+ %,0.8,1.3,1.5,0.7,0.8,0.7,0.8,2.0

73: COc1cc(C(=O)Nc2scc(-c3ccc(Br)cc3)c2C(=O)O)cc(OC)c1OC
74: CCN(C[C@H]1N[C@@](C)(C(=O)OC)[C@H]2C(=O)N(C)C(=O)[C@@H]12)C(=O)c1ccc(F)cc1
75: N#Cc1ccc(C23OCCN2CCn2nc4ccccc4c23)cc1 (centres undefined)
76: CCOC(=O)C1CCN(C(=O)COC(=O)/C=C/c2ccc([N+](=O)[O-])cc2)CC1
77: CCN(CC)S(=O)(=O)c1ccc(C(=O)N2CCN(C(=O)c3ccco3)CC2)cc1
78: NC(=O)c1ccc(NC(=O)COC(=O)CCN2C(=O)c3ccccc3C2=O)cc1
79: COc1ccc(-c2c(C#Cc3ccsc3)c3cc(-c4ccc5[nH]ccc5c4)ccc3n2C)cc1
80: Cc1cc(=O)oc2cc(OCC(=O)NC3CCCCC3)c(Cl)cc12

assay / compound,73,74,75,76,77,78,79,80
T cell HTS,i,i,i,i,i,i,i,i
T cell HTS vesicle-bound %,24.3,23.5,6.1,48.3,22.4,26.5,57.6,51.5
Myeloid diff 2,i,i,i,i,i,i,+,i
Myeloid diff 2 GFP+ MAC1+ %,0.6,2.9,0.5,2.4,0.5,0.2,1.4*,1.3

High-throughput results as filed in PubChem.
